Screening data from PubChem BioAssay.
VHR inh color – VHR1 phosphatase inhibitors, primary screen, biochemical, colorimetric, HTS; recombinant VHR phosphatase, colorimetric substrate read-out; inhibition, % at 20 µM; 0.7% of 50,000 active; AID 1992, 2009; in the data active = inhibition above about 60%; note: some results filed as inactive read as strong as hits
Target sequence (P51452 whole entry, looked up): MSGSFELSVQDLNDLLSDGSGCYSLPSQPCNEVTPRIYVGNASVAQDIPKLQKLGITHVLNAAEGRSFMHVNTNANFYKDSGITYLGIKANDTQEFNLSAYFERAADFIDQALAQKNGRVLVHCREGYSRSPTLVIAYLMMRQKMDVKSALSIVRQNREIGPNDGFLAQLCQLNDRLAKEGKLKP
Numbers without * were called inactive. Some of the compounds tested; count on the stated rates, not on these rows.

Compound | VHR inh color
CCOc1ccc(NC(=O)/C(=C/c2cccs2)NC(=O)c2cccs2)cc1 | 3.8
O=C(CSc1nc2ccccc2s1)CSc1nc2ccccc2s1 | -24.9
C=CCOc1c(I)cc(/C=C2/C(=O)NC(=O)N(c3cccc(C)c3)C2=O)cc1OC | 13.0
COc1ccc(/C=C(/NC(=O)c2ccc(C(C)(C)C)cc2)C(=O)N2CCCC2)cc1OC | 9.3
Cc1nn(CC(O)Cn2c3ccc(Cl)cc3c3cc(Cl)ccc32)c(C)c1Br (centres undefined) | -30.2
CCCCCCCNc1nc(OC)nc(N2CCCCC2)n1 | -11.6
COc1ccc(C(=O)n2c(C)nc3ccccc32)cc1[N+](=O)[O-] | 27.7
O=S(=O)(Cc1ccc(Cl)cc1)CC(O)COc1ccc(Cl)cc1 (centres undefined) | -1.0
O=C(NCCCn1ccnc1)c1ccc(Br)o1 | -21.2
Cc1ccc2oc(C(F)(F)F)cc(=O)c2c1 | -11.6
CCCCCP(=O)(O)c1ccccc1 | -6.2
COc1ccccc1NC(=O)C1=C(C)NC(=O)NC1c1ccc(Cl)cc1 (centres undefined) | 16.9
COc1ccccc1C(=O)Nc1cccc(C(F)(F)F)c1 | -25.9
O=C(/C=C\Nc1ccc([N+](=O)[O-])cc1Br)c1ccc2c(c1)OCO2 | 3.5
COc1ccc(C(=O)/C=C/Nc2ccccn2)cc1 | -5.0
COc1ccccc1N1C(=O)C2C(C1=O)C1C=CC2C12CC2 (centres undefined) | 0.2
Cc1cccn2c(=O)c(/C=C3\SC(=S)N(Cc4ccco4)C3=O)c(NCCCn3ccnc3)nc12 | -5.9
COc1ccc(C=C(C#N)C#N)c(OC)c1 | 3.9
Clc1ccc(N2COc3ccc4ccccc4c3C2)cc1 | -9.5
COc1ccc(Br)cc1/C=C1/SC(=S)N(Cc2ccccc2)C1=O | -28.1
CCc1ccccc1N(CC(=O)N1CCCC1)S(C)(=O)=O | -2.9
Cc1occc1C(=O)Nc1sc2c(c1C#N)CCC(C)C2 (centres undefined) | -28.0
CCOC(=O)C1=C(O)/C(=C/c2ccc(N(CC)CC)cc2)SC1=Nc1ccccc1 | 1.7
CC(C)c1ccccc1NC(=O)COc1ccc2ccccc2c1 | 5.8
CCOC(=O)c1cccc(NC(=O)c2ccco2)c1 | -16.5
COc1ccc(-c2nnc3ccc(C(F)(F)F)cn23)c(OC)c1 | 3.7
CC(=O)CC(=O)NCc1ccccc1Cl | 4.8
COC(=O)C1=C(C)N(Cc2cccnc2)C(=O)/C1=C\c1ccc(Br)cc1 | 1.0
COc1ccc(CN2CCN(C(=O)c3cccs3)CC2)cc1Br | 4.9
COc1ccc(Cl)cc1NC(=O)c1cc(-c2ccccc2Cl)nc2ccccc12 | -42.9
Cc1ccc(NC(=O)c2cc3ccccc3o2)c([N+](=O)[O-])c1 | -7.0
COc1ccc(C2Nc3ccccc3C(=O)N2c2ccc(C)cc2)cc1Cn1nnc2ccccc21 (centres undefined) | 4.2
CN(C)CCCNC(=O)c1ccc(F)cc1 | -8.5
COc1ccc(/C=C(\NC(=O)c2ccc(OC)cc2)C(=O)NCc2ccco2)cc1 | 3.2
CC(=O)c1ccc(NC(=S)NC(NC(=O)c2ccc(Cl)cc2Cl)C(Cl)(Cl)Cl)cc1 (centres undefined) | -15.3
O=C1c2ccccc2-c2onc3ccc(Sc4ccccc4)c1c23 | -6.8
COc1ccc(C2=C/C(=C/c3ccco3)C(=O)O2)cc1 | 35.0
C(=C(\c1ccccc1)c1nc2ccccc2[nH]1)/c1ccco1 | 28.9
COc1ccccc1NC(=O)CSc1nnc(NC(=O)CSc2nnc3n(N)cnn23)s1 | -5.1
CN1CCN(CCN2CCn3c2nc2ccccc23)CC1 | -10.6
O=c1c2ccccc2nc(-c2ccc(Cl)cc2Cl)n1-c1nccs1 | 19.8
COc1ccc(N2C(=O)C(Cl)=C(N3CCN(C)CC3)C2=O)cc1 | -8.6
CCOc1ccc(C(=O)Nc2cc(C(F)(F)F)cc(C(F)(F)F)c2)cc1 | -16.6
c1ccc(Nc2nc(-c3ccncc3)cs2)nc1 | 13.5
COc1cc(OC)cc(C(=O)Nc2cccc(NC(C)=O)c2)c1 | -22.4
COc1ccc(C(=O)Nc2ccc(Cl)cn2)cc1Br | -8.1
Cc1ccc(N=C2NC(=O)/C(=C/c3ccc(O)c([N+](=O)[O-])c3)S2)cc1Cl | 40.8
Cc1ccc(NC(=O)COc2ccc(Cl)cc2Cl)nc1 | 1.2
Cc1cn([C@H]2C[C@@H](O)[C@@H](CO)O2)c(=O)n(C)c1=O | 2.0
O=C1C2C3C=CC(C3)C2C(=O)N1c1cccc(Oc2cccc(Oc3cccc(N4C(=O)C5C6C=CC(C6)C5C4=O)c3)c2)c1 (centres undefined) | -5.1
CC(=O)N(Cc1ccc2c(c1)OCO2)C1CC(=O)N(c2ccc(Br)cc2)C1=O (centres undefined) | -6.7
CC(C)CC(NC(=O)c1ccccc1)C(=O)OCC(=O)Nc1cccc2ccccc12 (centres undefined) | 6.2
O=c1c2ccccc2ncn1-c1ccc([N+](=O)[O-])cc1C(F)(F)F | -39.4
O=c1c2ccccc2nc(/C=C\c2ccc(O)cc2)n1-c1ccc(O)cc1 | -4.6
Cc1ccc2nc(/C(C#N)=C/c3cc(Br)ccc3OCc3ccccc3)[nH]c2c1 | -21.0
CC(C)CN1C(=O)/C(=C/c2cccc3ccccc23)SC1=S | -18.1
COc1ccc(NC(=O)Nc2ccc(Oc3ccccc3)cc2)cc1OC | 0.3
O=C(NC(=S)Nc1ccc(-c2nc3ccccc3s2)cc1)c1ccccc1Cl | 5.2
COc1ccc(S(=O)(=O)Oc2ccccc2)cc1 | -7.5
COc1ccc(C(=O)N2CCN(C3CCCC3)CC2)cc1 | -7.0

Additional entries
Compound | VHR inh color
O=C(CCCNc1ccccc1)N/N=C/c1cccnc1 | 13.0
Cc1cccc(N2C(=O)/C(=C/c3ccccc3Cl)SC2=S)c1C | -5.8
CCOC(=O)c1ccccc1NC(=O)CN(c1ccc(OC)cc1OC)S(C)(=O)=O | -13.0
Nc1ccc(S(=O)(=O)Nc2nccc(/C=C\c3ccccc3Cl)n2)cc1 | 10.3
COc1ccc(Cl)cc1C(=O)Nc1cc(C(F)(F)F)ccc1Cl | -13.9
COCCCNC(=O)c1cc(Cl)ccc1Cl | -39.8
COCCN1C(=O)/C(=C\c2ccccc2[N+](=O)[O-])C(C(=O)OC)=C1C | 2.7
Cc1oc2ccc(OC(C)C(=O)O)cc2c1C(=O)OC(C)C (centres undefined) | -11.6
Cc1cccc(/C=C2\C(=O)NC(=O)N(c3cc(C)cc(C)c3)C2=O)c1 | -23.9
OC12CCCCC1C1(O)CCCCC1C1(CCCCC1)O2 (centres undefined) | -5.0
Cc1ccc(Cl)c(OCCCCNC(C)(C)C)c1 | -24.9
CCN1CCc2c(sc(NC(=O)Nc3ccc(Cl)c(Cl)c3)c2C(N)=O)C1 | 12.9
O=C(/C=C\c1cccs1)NC(=S)Nc1ccc([N+](=O)[O-])cc1O | -6.6
O=C(CCCN1C(=O)/C(=C/c2ccccc2)SC1=S)Nc1ccccc1C(=O)O | -7.4
CCOC(=O)c1cc(CC)sc1NC(=O)c1cc(NS(=O)(=O)c2ccc(Cl)cc2)ccc1Br | 9.0
COc1ccccc1-c1nc(-c2cccc([N+](=O)[O-])c2)no1 | -24.7
Cc1ccccc1C(=O)Nc1c(C(=O)N2CCN(Cc3ccccc3)CC2)cnn1-c1ccccc1 | -16.1
C=CCOc1ccc(/C=C2\C(=O)NC(=O)N(c3ccc(Cl)cc3)C2=O)cc1OCC | 2.7
CCOC(=O)C1=C(C)N=c2s/c(=C\c3cccs3)c(=O)n2C1c1ccc(OC)cc1 (centres undefined) | -10.2
CCN(CC)c1ccc(/C=C2\C(=O)NC(=S)N(c3cccc(Br)c3)C2=O)o1 | -8.1
O=C1NC(=O)C(=Cc2ccccc2OCCOc2ccc([N+](=O)[O-])cc2)C(=O)N1 | 4.3
Cc1cc(C)c(C(=O)/C(=C/c2ccccc2F)c2ccccc2)c(=O)[nH]1 | 71.7
O=C(c1sc2cc(F)ccc2c1Cl)N1CCCCC1 | -49.5
COc1ccccc1C/C(N)=N/OC(=O)COc1ccc(C(C)(C)C)cc1 | -11.3
O=C(NCc1ccco1)N1CCOCC1 | 4.3
Oc1cccc(/C=N/Nc2nc(N3CCOCC3)nc(N3CCOCC3)n2)c1 | -14.0
O=C(NCCN1CCOCC1)Nc1ccc(Cl)c(Cl)c1 | -12.8
O=C(O)C1CN(S(=O)(=O)c2ccccc2)CCN1S(=O)(=O)c1ccccc1 (centres undefined) | 2.5
COC(C(=O)N/N=C(\C)c1ccc2c(c1)OCCO2)c1ccccc1 (centres undefined) | -43.5
CC1(C)CC(=O)C(N=Nc2cc(C(F)(F)F)ccc2Cl)=C(O)C1 | -16.6
CCc1ccc2oc(-c3cccc(NC(=O)c4ccc(Br)o4)c3)nc2c1 | 3.0
Cc1ccc(N(CC(=O)Nc2ccccc2F)S(=O)(=O)c2ccccc2)c(C)c1 | -23.4
CC(=O)c1ccc(NC(=O)c2ccc(-c3cccc(Cl)c3C)o2)cc1 | -5.5
CC12CCCCC1=NC(c1ccccc1Cl)N2O (centres undefined) | -2.3
CCC12CN3CC(CC)(CN(C1)C3c1ccccc1)C2=O (centres undefined) | -15.8
COc1ccc(C=C2C(=O)NC(=S)NC2=O)c(OC)c1 | 1.0

Ordered by molar mass (smallest number first): some entries from above.
Compound | VHR inh color
O=C(NCc1ccco1)N1CCOCC1 | 4.3
COc1ccc(C=C2C(=O)NC(=S)NC2=O)c(OC)c1 | 1.0
O=C(NCCN1CCOCC1)Nc1ccc(Cl)c(Cl)c1 | -12.8
CC1(C)CC(=O)C(N=Nc2cc(C(F)(F)F)ccc2Cl)=C(O)C1 | -16.6
CC(=O)c1ccc(NC(=O)c2ccc(-c3cccc(Cl)c3C)o2)cc1 | -5.5
O=C(O)C1CN(S(=O)(=O)c2ccccc2)CCN1S(=O)(=O)c1ccccc1 (centres undefined) | 2.5

Remaining list, next part
Compound | VHR inh color
O=C(CSc1nsc(SCC(=O)Nc2ccccc2F)n1)Nc1ccccc1F | -22.3
COc1cccc(C2C(C(=O)Nc3ccccc3)=C(C)N=c3s/c(=C\c4ccc(O)cc4)c(=O)n32)c1 (centres undefined) | 1.2
Cc1ccccc1C(=O)NN1C(=O)/C(=C\c2cccnc2)SC1=S | 3.0
O=C1NC(=O)C(=Cc2ccc(OS(=O)(=O)c3ccc([N+](=O)[O-])cc3)cc2)C(=O)N1 | -5.9
O=C(/C=C/c1ccco1)Nc1ccc(Cl)c(Cl)c1 | 9.5
O=C(NNC(=O)c1cc(NC(=O)c2ccc([N+](=O)[O-])cc2)cc(C(=O)NNC(=O)c2ccccc2)c1)c1ccccc1 | -8.7
O=C(N/C(=C/c1ccco1)C(=O)N1CCCCCC1)c1cccs1 | -9.7
CCCCOc1ccc(NCN2C(=O)c3ccccc3C2=O)cc1 | 3.8
O=C1ON=C(c2ccccc2)/C1=C/c1cccnc1 | -43.1
O=C(Cc1nnc(NC(=O)Nc2ccccc2)s1)Nc1ccccc1 | -14.1
COc1cc(C)c(Nc2ccccc2)c(C)c1 | 3.8
CCC(Oc1ccccc1)C(=O)Nc1cccc(Br)c1 (centres undefined) | -9.6
O=C(NCc1ccccc1)c1ccc(C#Cc2ccccc2)cc1 | 2.0
COc1ccc(C(=O)N2N=C(C(F)(F)F)CC2(O)c2ccccc2)cc1 (centres undefined) | -5.5
Cc1ccc(/C=C(\NC(=O)c2ccc(C)cc2)C(=O)NC(C)C)cc1 | -15.0
COc1cccc(C2C(C(=O)OCCc3ccccc3)=C(C)NC3=C2C(=O)CCC3)c1 (centres undefined) | 5.3
CCOC(=O)c1cnc2cc(-c3ccc(C)cc3)[nH]n2c1=O | 0.6
CCOc1ccc(C(=O)NCc2ccco2)cc1Br | -11.7
COc1c(F)c(F)c(-c2c(F)c(F)c(OC)c(F)c2F)c(F)c1F | -4.9
COc1ccc(-c2cc(C(F)(F)F)n3nc(C(=O)NCCc4ccccc4)cc3n2)cc1OC | 0.4
O=C1CC(c2ccccc2)CC2=C1C(c1cccc([N+](=O)[O-])c1)Nc1ccc(C(=O)c3ccccc3)cc1N2 (centres undefined) | 2.6
CC(=O)n1c(SCC(=O)Nc2ccccc2)nc2ccccc21 | 10.0
Cc1ccc(/C=N/N2CCN(Cc3ccccc3Cl)CC2)s1 | -11.7
COC(=O)C1=C(C(=O)OC)SC(=C2C(=S)C(C)(C)N(C(=O)CN3C(=O)CCC3=O)c3ccccc32)S1 | 4.1
Cc1ccccc1C(=O)NNC(=O)c1cccc(Br)c1 | -9.9
CCc1nnc(NS(=O)(=O)c2ccc(NS(=O)(=O)c3ccccc3)cc2)s1 | -24.7
Cc1ccc(N2C(=O)CC(N3CCCC3)C2=O)cc1 (centres undefined) | -7.1
CC(=O)/C=C1/SCC(=O)N1c1ccccc1 | -16.6
COc1cccc(/C=N/Nc2cc(N3CCOCC3)ncn2)c1O | -10.2
O=C(c1cc(F)c(F)cc1Cl)N1CCN(c2ccc([N+](=O)[O-])c(N3CCCC3)c2)CC1 | -15.4
CC(=O)N/N=C/c1nc2ccccc2[nH]1 | -10.9
O=C(O)c1ccccc1/C=C1/SC(=S)N(c2ccc(F)cc2)C1=O | 4.8
Cc1ccc(C(=O)N2CCC(C(N)=O)CC2)cc1[N+](=O)[O-] | -7.6
O=C(CSc1nnc(-c2ccccc2)c(-c2ccccc2)n1)N1CCCCC1 | 18.0
CCOC(=O)c1ccc(NC(=O)c2ccccc2OC)cc1 | -14.4
CCN(CC)S(=O)(=O)c1cccc(C(=O)NC2CCCCC2)c1 | -10.4
CCOC(=O)COc1ccc(/C=c2\sc3nc4ccccc4n3c2=O)cc1 | -18.7
